# Source: PubChem (The Scripps Research Institute Molecular Screening Center)
# DDE Tn7 FP inh = disrupts Tn7 cyclic peptide binding to fibrin D-Dimer-E complex; hit rate 0.13% among 370,000; inhibition, % at 8.3 µM; FP displacement of FITC-Tn7 peptide from fibrin DD(E); 0% = median of compound wells per plate; P02675; AID 720508;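 active means inhibition above the mean of compounds falling within the control limits plus 3 SD of them, cut at about 14% in these data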;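 further: 0% = plate median of compound wells and 100% = 10 µM Aha-Tn7 peptide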
#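 Assay system: human fibrin DD(E) protein / Input: 2 µM fibrin DD(E) / Benchmarks: high control of 10 µM Aha-Tn7 peptide / Measured by: fluorescence polarization of the labelled Tn7 tracer / Medium: Tris buffer with calcium and detergent, pH 7.8 / Timing: 10 min compound pre-incubation, 3 h probe incubation at room temperature / Repeats: one replicate per compound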
# MBD2 inh = inhibitors of human MBD2 binding to methylated oligonucleotide; Q9UBB5; TR-FRET; inhibition, % at 4.4 µM; hit rate 0.31% among 370,000; AID 686964; in the data active means inhibition above about 13%
# TDP2 inh = TDP2 (human) inhibition, absorbance primary screen. O95551. recombinant TDP2, T5PNP hydrolysis, p-nitrophenol absorbance 415 nm. inhibition, % at 12.8 µM. hit rate 0.34% among 370,000. AID 720702;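 active means inhibition above the mean of all tested compounds plus 3 SD, set per campaign, cut at about 25% in these data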;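 further: 0% = DMSO with enzyme and 100% = buffer with substrate but no TDP2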
# Target sequence (O95551 whole entry, looked up): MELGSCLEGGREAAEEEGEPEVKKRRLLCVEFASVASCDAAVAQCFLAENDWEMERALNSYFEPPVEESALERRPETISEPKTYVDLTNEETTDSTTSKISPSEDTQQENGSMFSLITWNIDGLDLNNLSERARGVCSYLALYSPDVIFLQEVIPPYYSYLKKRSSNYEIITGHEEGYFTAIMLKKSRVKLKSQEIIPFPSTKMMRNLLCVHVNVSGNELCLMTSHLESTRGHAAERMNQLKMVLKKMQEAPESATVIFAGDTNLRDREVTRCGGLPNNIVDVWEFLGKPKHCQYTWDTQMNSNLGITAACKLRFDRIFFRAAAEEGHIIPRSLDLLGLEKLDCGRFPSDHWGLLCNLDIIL
#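 Assay system: recombinant human TDP2 / Reagent: T5PNP substrate at 5 mM, a TopII-DNA adduct mimic / Measured by: epi absorbance from released p-nitrophenol / Evaluation: % inhibition relative to enzyme-containing and enzyme-free wells / Control set: enzyme-free and DMSO wells / Replicates: each compound tested once, singlicate / Schedule: enzyme reaction with compound for 2 h at 37 °C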
# PRMT1 inh = inhibitors of human PRMT1; recombinant PRMT1, activity-based probe fluorescence polarization; hit rate 1.3% among 370,000; Q99873; AID 652257; inhibition, % at 2.79 µM;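 active means inhibition above about 21% made by adding two undisclosed values, limit read from the data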
# Target sequence (Q99873 whole entry, looked up): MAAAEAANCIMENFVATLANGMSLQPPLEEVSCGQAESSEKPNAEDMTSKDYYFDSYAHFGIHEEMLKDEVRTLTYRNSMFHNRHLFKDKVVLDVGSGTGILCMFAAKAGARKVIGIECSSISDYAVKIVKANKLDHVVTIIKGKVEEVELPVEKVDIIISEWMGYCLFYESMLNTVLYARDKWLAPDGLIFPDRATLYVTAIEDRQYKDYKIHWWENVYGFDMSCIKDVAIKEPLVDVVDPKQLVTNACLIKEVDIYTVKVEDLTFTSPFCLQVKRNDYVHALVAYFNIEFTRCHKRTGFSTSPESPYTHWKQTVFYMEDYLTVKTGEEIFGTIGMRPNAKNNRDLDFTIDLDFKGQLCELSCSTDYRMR
# DDE Tn6 FP inh = DD(E)-Tn6 binding inhibition, primary FP screen. Fibrin DD(E) TRITC-Tn6 fluorescence polarization displacement. inhibition, % at 8.3 µM. AID 720509. P02675. hit rate 0.21% among 370,000;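 active means inhibition above a per-campaign cutoff: mean of compounds within control limits plus 3 SD, cut at about 15% in these data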;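 further: 0% = median of all compound wells on the plate and 100% = blocking peptide control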
# SIAE inh = blocks human sialic acid acetylesterase. inhibition, % at 9.66 µM. AID 1053197. SIAE FP-Rh probe binding, fluorescence polarization. Q9HAT2. hit rate 0.69% among 370,000;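 active means inhibition above a cutoff: mean of compounds within the control limits plus 3 SD of those, cut at about 17% in these data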;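 further: 0% = plate median of compound wells and 100% = probe without SIAE protein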
# UHRF1 binding = UHRF1 methyl-DNA binding inhibition; Q96T88; UHRF1 binding to methylated oligo, TR-FRET; inhibition, % at 4.4 µM; hit rate 0.75% among 370,000; AID 687016; in the data active means inhibition above about 21%;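 further: UHRF1 SRA domain binding a hemimethylated CpG hairpin DNA probe; 0% = median of test compound wells and 100% = reference inhibitor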
# KLK7 zymogen act = proKLK7 (human) activation, primary screen. hit rate 0.9% among 370,000. activation, % at 7 µM. AID 652039. purified proKLK7, EDANS-DABCYL substrate fluorescence; 100% is mature enzyme control, 0% vehicle;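 active means activation above the mean of all tested compounds plus 3 SD, computed per campaign excluding outliers beyond control limits, cut at about 13% in these data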
# Target sequence (P49862 whole entry, looked up): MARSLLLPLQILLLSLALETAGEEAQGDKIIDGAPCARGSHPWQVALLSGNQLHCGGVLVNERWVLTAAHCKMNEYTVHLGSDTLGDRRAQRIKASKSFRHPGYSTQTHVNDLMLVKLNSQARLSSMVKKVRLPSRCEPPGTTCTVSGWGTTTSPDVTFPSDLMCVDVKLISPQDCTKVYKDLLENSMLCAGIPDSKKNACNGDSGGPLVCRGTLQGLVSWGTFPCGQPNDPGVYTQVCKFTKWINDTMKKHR
# TCR-CD3 inh = blocks the human TCR-CD3 interaction; TAMRA-labeled TCR probe fluorescence, biochemical; inhibition, % at 9.4 µM; hit rate 0.37% among 360,000; AID 651800; in the data active means inhibition above about 19%;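 further: recombinant mutant TCR 2C K166C tagged with TAMRA read by polarization; 0% = receptor in buffer alone and 100% = receptor with positive control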
# LEDGF integ inh = blocks HIV-1 LEDGF/p75-dependent DNA integration. TR-FRET IN-LEDGF/p75 DNA integration, Eu/Cy5. hit rate 0.64% among 370,000. inhibition, % at 3.7 µM;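 active means inhibition above the screen-wide mean plus 3 SD, cut at about 13% in these data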;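 further: signal is the Cy5 over europium emission ratio at 671 and 618 nm; 0% = plate median of compound wells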
# * hit, by the source's call; x = not tested or not shown.
SMILES,DDE Tn7 FP inh,MBD2 inh,TDP2 inh,PRMT1 inh,DDE Tn6 FP inh,SIAE inh,UHRF1 binding,KLK7 zymogen act,TCR-CD3 inh,LEDGF integ inh
CC(C)CCN1CCN(C2CCN(c3ccc4c(c3)OCO4)CC2)CC1CCO (configuration not stated),-4.0,0.3,4.7,4.2,-5.6,-10.8,0.7,0.1,-3.2,-0.5
COc1cc(/C=N/NC(=O)c2ccccc2)ccc1OS(=O)(=O)c1ccccc1,-5.3,0.1,-5.2,1.4,-4.7,-36.0,0.6,0.3,-0.8,-2.0
CC(=O)c1ccc(NC(=O)c2ccc(CSc3ccccc3)o2)cc1,3.3,0.9,-5.2,0.5,-1.3,-14.3,4.5,-0.4,6.7,-1.5
CCOc1ccc(CC2NCCc3cc(OCC)c(OCC)cc32)cc1OCC (configuration not stated),-8.4,-3.6,-3.4,0.4,5.0,0.2,0.3,0.3,11.3,1.5
O=Cc1cscc1[B-](F)(F)F,-0.6,2.0,2.5,-3.2,-1.1,-0.6,-0.1,0.2,0.0,1.5
COc1cc(/C=N/NC(=O)Nc2cccc3nsnc23)cc(OC)c1OC,4.5,6.8,-4.5,5.3,0.5,-10.3,2.2,-0.6,-5.9,2.2
CC(C)(C)n1cnc2cc(NCc3ccccc3O)ccc21,2.0,-2.9,0.9,-2.6,5.4,3.5,-2.1,0.2,2.0,-1.8
Cc1cc(S(=O)(=O)Nc2ccccc2C(=O)O)ccc1Cl,5.2,5.7,-7.6,2.5,-4.4,-6.7,1.1,0.0,6.4,-1.1
Cc1c[nH]c2cccc(OCC(CNC(C)(C)C)OC(=O)c3ccccc3)c12 (configuration not stated),-2.2,-1.2,2.6,0.9,5.2,8.0,0.2,1.5,-1.9,-5.6
COc1cc(C(=O)Nc2ccc(S(=O)(=O)Nc3cc(C)nc(C)n3)cc2)cc(OC)c1OC,1.6,4.5,-4.1,-0.1,-3.2,2.5,0.4,-0.1,3.5,-1.4
CCOC(=O)c1c(NC(=O)/C=C/C(=O)O)sc(C)c1-c1ccc(F)cc1,2.0,5.3,-10.2,12.9,0.3,3.7,2.7,-0.2,-2.8,-1.9
Fc1ccc(-c2csc(-c3cccnc3)n2)cc1F,0.1,0.6,-4.2,-0.3,1.3,0.3,-1.1,0.4,0.5,-5.0
CCCn1c(SCC(=O)c2c(C)[nH]c(C)c2C(=O)OCC)nc2ccccc21,1.9,-4.5,0.3,2.9,-4.1,-1.6,0.5,-0.2,5.5,0.4
Nn1c(SCC(=O)Nc2cc(C(F)(F)F)ccc2Cl)nncc1=O,-3.8,-1.0,-8.4,-0.8,1.0,6.8,1.1,0.5,3.3,-0.1
CCCC(=O)Nc1nnc(SCC(=O)NCc2ccco2)s1,1.1,-2.5,5.4,-1.8,5.4,7.0,0.8,-0.6,-0.2,-1.1
COc1ccc(CC(=O)N/N=C(\C)CC(=O)NCc2ccco2)cc1OC,-1.3,0.9,0.3,-1.2,2.9,-5.1,1.5,-0.2,0.9,-4.0
O=C(NCc1ccccc1)C1c2ccccc2OCC(=O)N1Cc1cccnc1 (configuration not stated),1.4,0.1,8.4,3.4,4.5,1.3,5.3,0.4,-6.3,0.3
O=C(O)c1ccc2c(c1)S(=O)(=O)c1cc(N3CCN(c4cnccn4)CC3)ccc1C2=O,-2.2,-12.1,5.1,-1.4,1.8,-10.5,-7.0,-0.2,4.7,-1.7
C=CCn1c(Cc2csc(N)n2)nnc1SCC(=O)OCC,4.8,-7.2,16.2,1.9,0.2,7.3,-4.0,0.1,6.7,0.9
O=C(c1cccs1)N1CCCC(c2nc3c(nnn3Cc3ccccc3Cl)c(=O)[nH]2)C1 (configuration not stated),-6.5,2.8,-12.5,11.0,-0.9,-9.3,6.9,0.0,-7.6,-1.3
O=C(OCC(=O)N1CCCC1)c1ccccc1O,0.2,3.8,-7.3,-0.3,4.3,-6.4,0.3,0.9,-0.2,-2.2
N#Cc1cc([N+](=O)[O-])ccc1NC(=O)COC(=O)CCC1CCCCC1,5.5,6.1,6.9,3.5,-1.1,1.6,-0.6,0.5,-0.6,-3.5
Cc1cccc(C)c1NC(=S)NC(=O)c1ccc(Br)o1,0.7,-2.0,-2.1,1.5,1.7,-0.3,-1.5,0.4,-0.4,2.8
O=C(Cc1ccccc1)N(c1ccccc1)c1ccccc1,-8.4,0.5,4.8,-6.0,3.5,-5.0,-1.2,0.3,0.1,0.5
CSCCC(NC(=O)c1cccc(S(=O)(=O)N2CCN(C(C)=O)CC2)c1)c1nc2ccccc2[nH]1 (configuration not stated),-3.0,4.6,5.9,2.0,-3.8,-1.1,-1.3,-0.2,-5.7,-2.7
O=C(C(c1ccccc1)c1ccccc1)N1CCN(Cc2ccco2)CC1,8.5,-3.8,13.8,-1.2,5.4,5.7,-0.8,-0.1,7.4,-1.7
COc1ccc(NC(=O)CCCn2c(=O)c3sccc3n(Cc3ccc(C)cc3C)c2=O)cc1,-2.2,5.7,2.9,-0.7,0.6,-4.7,4.6,-0.2,-3.5,-2.0
CCCCCOc1ccc(OC(=O)c2ccncc2)cc1,-0.9,5.6,0.7,2.3,-3.0,1.4,-0.3,0.3,1.7,-2.1
Cc1cc(F)ccc1-c1cc(C(=O)NCc2ccccc2)[nH]n1,6.8,4.2,4.2,-2.2,3.8,1.4,-0.4,0.8,6.7,-1.3
COc1cccc(-n2c(CCn3nc(C)c([N+](=O)[O-])c3C)n[nH]c2=S)c1,-11.2,-2.6,9.3,-0.3,-2.2,3.9,-2.9,-0.1,5.8,-2.0
C=CCCC(=O)N1CCC(C(=O)NCC2COc3ccccc3O2)CC1 (configuration not stated),1.5,0.4,-4.3,2.0,-5.2,0.0,1.2,0.7,x,0.0
O=C(NNS(=O)(=O)c1ccc2ccccc2c1)c1cc(-c2ccccn2)nc2ccccc12,3.1,4.0,-1.6,2.0,-2.4,-5.6,-3.6,0.2,4.9,-0.7
Cc1cccc2sc(N3CCN(C(=O)c4cccs4)CC3)nc12,1.1,2.2,7.6,1.6,6.1,-2.4,-0.5,-0.1,-2.4,0.3
COc1ccc(OC)c(NC(=O)CN2C(=O)NC3(CCOc4ccccc43)C2=O)c1 (configuration not stated),4.6,-6.6,-2.1,-2.6,3.4,6.2,-0.3,0.9,-2.6,1.1
c1ccc(Nc2nc(N3CCOCC3)c3ccccc3n2)cc1,1.4,-4.8,-10.0,-0.6,-2.1,2.9,0.1,0.8,-3.5,-2.4
COc1ccc(N2CC(=O)N(c3ccc(OC)c(OC)c3)CC2=O)cc1OC,-2.8,5.4,-3.3,-4.2,-5.0,19.2*,-1.9,1.0,5.0,-1.0
Cc1cccc(N(C(=O)c2nsc(Cl)c2Cl)C(C(=O)NC2CCCC2)c2ccc(O)cc2)c1C (configuration not stated),13.7,0.9,3.9,-0.6,-0.5,-10.5,1.6,-0.2,-2.8,0.8
CCOc1ccc(-c2cc(C(=O)Nc3ccc4c(c3)OCCO4)c3ccccc3n2)cc1,2.6,1.6,12.6,-0.1,4.6,-1.2,1.4,-1.2,9.6,-2.8
Cc1cc(CNC(=O)CC2C(=O)NCCN2Cc2ccccc2)nn1C (configuration not stated),0.2,-1.0,-3.6,1.6,-0.1,1.3,2.2,1.1,-3.4,4.3
Cn1c(=O)c2c(ncn2CC(=O)OCC(=O)NC(c2ccccc2)c2ccccc2)n(C)c1=O,3.2,3.1,-10.9,2.9,6.0,-6.3,2.5,-0.4,-8.0,-2.1
Cc1c(Nc2cc(Cl)c3nonc3c2[N+](=O)[O-])c(=O)n(-c2ccccc2)n1C,-8.3,-23.1,-3.4,58.5*,3.5,-2.7,-11.9,-0.1,5.6,-2.2
CC(C)Cc1nc(SCC(=O)NCC2CCCO2)c2c(=O)n(C)c(=O)n(C)c2n1 (configuration not stated),2.4,-2.1,0.1,-0.1,-5.6,8.0,-0.5,-0.1,-3.5,1.9
CC(C)NC(=O)Cn1c(SCC(=O)N2CCc3ccccc3C2)nc2ccccc21,4.7,-6.8,5.2,-1.3,3.5,1.6,-3.2,-1.1,5.1,1.0
CN(C)CC(=O)N[C@H]1C[C@@H]2O[C@@H](CO)CC[C@@H]2O[C@@H]1CCc1ccc(-c2ccc(F)cc2)cc1,-1.2,4.8,4.1,-5.2,-2.2,-2.3,2.8,-0.7,x,3.9
COCCCNC(=O)C1CCN(C(=O)Nc2ccc(Cl)cc2)CC1,2.2,5.3,7.5,-3.7,0.8,1.6,1.0,0.0,6.9,-2.3
O=C(COC(=O)c1cc(S(=O)(=O)Nc2ccccc2Cl)ccc1O)Nc1nc2ccccc2s1,-11.5,-4.4,-0.5,-1.4,-5.3,-54.2,-1.6,0.5,9.3,0.6
NC(=O)COC(=O)CNC(=O)c1ccc(Cl)cc1,-1.4,-3.6,5.6,-1.7,-4.9,-1.1,-2.2,0.0,2.5,0.2
CC1(c2ccccc2)NC(=O)N(CC(=O)N2CCN(S(=O)(=O)c3ccccc3[N+](=O)[O-])CC2)C1=O (configuration not stated),1.8,-1.9,0.4,0.6,8.8,1.1,-0.9,-0.2,6.6,-2.2
CN(CC(=O)NCCN1CCOCC1)S(=O)(=O)c1ccc(F)cc1,4.0,1.8,7.0,4.5,-0.7,4.5,1.7,-0.2,-2.0,0.0
O=C(CCS(=O)(=O)c1cc2c(cc1Br)CCN2C(=O)C1CC1)N1CCN(c2ccccn2)CC1,-3.0,-4.3,-7.4,-2.0,3.4,-3.5,-0.4,0.0,x,-2.8
COc1cc(CN2CCC(C(N)=O)CC2)ccc1OCc1ccccc1,-1.7,-3.2,1.9,-7.2,0.2,-0.9,-0.9,-0.4,4.7,0.1
O=C(COc1ccc(C(=O)NCCc2ccccc2)cc1)Nc1ccccc1,-0.6,3.2,4.2,0.0,-4.9,7.8,2.8,-0.6,4.8,0.2

# One compound at a time, as listed above.
# CN(CC(=O)NCCN1CCOCC1)S(=O)(=O)c1ccc(F)cc1 is entered as DDE Tn7 FP inh = 4.0; MBD2 inh = 1.8; TDP2 inh = 7.0; PRMT1 inh = 4.5; DDE Tn6 FP inh = -0.7; SIAE inh = 4.5; UHRF1 binding = 1.7; KLK7 zymogen act = -0.2; TCR-CD3 inh = -2.0; LEDGF integ inh = 0.0
# COc1cc(CN2CCC(C(N)=O)CC2)ccc1OCc1ccccc1 is entered as DDE Tn7 FP inh = -1.7; MBD2 inh = -3.2; TDP2 inh = 1.9; PRMT1 inh = -7.2; DDE Tn6 FP inh = 0.2; SIAE inh = -0.9; UHRF1 binding = -0.9; KLK7 zymogen act = -0.4; TCR-CD3 inh = 4.7; LEDGF integ inh = 0.1
